KLF5 inhibitor: suppresses KLF5 promoter-driven expression; AID 1700; inhibition, % at 5 µM; DLD-1 KLF5 promoter-luciferase reporter, luminescence; 0.23% of 290,000 active;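 active = inhibition above a per-plate limit of that plate's mean compound inhibition plus 3 SD, cut at about 60% in these data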;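 note: 0% = DMSO wells and 100% = LY294002 at 200 µM; higher means less KLF5 promoter-driven luciferase light; inactives centre near -14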
AI-2 QS mod: modulators of Vibrio harveyi AI-2 quorum sensing system; Vibrio harveyi JMH597 AI-2 luminescence/OD600 ratio, 9 h; hits give low values; strain lacks LuxN and CqsS sensors; 0 = neutral-control median; activity change, % at 7.5 µM; 0.4% of 300,000 active; AID 2094; in the data active = activity change below about -75%, passing the limit was not always enough;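 note: luminescence divided by OD600 gain over 9 h not by final OD600 alone; inactives centre near 13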
HSF-1 act: increases HSF-1 driven luciferase reporter signal | NIH3T3-HGL HSF-1 luciferase reporter, MG132, 8 h; 100% = twice DMSO control signal | activation, % at 9 µM | 1.7% of 300,000 active | AID 504408;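 active = mean replicate activation of at least 50% with a set share of replicates each reaching 50%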;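 note: 0% = median of the neutral control wells and 100% = twice that signal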
HSP90 inh: HSP90 refolding inhibition in rabbit reticulocyte lysate; luciferase refolding luminescence, 3 h; inhibition, % at 5.6 µM; 0.91% of 290,000 active;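 active = inhibition above the screen-wide mean plus 3 SD, computed separately per campaign, cut at about 16% in these data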;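 note: 0% = DMSO wells and 100% = 60 µM geldanamycin wells; inhibitors lower the luminescence because luciferase stays unfolded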
aSyn UTR inh: MLPCN primary screen, SNCA 5' untranslated region; alpha-synuclein 5'UTR reporter, inhibitor activity; inhibition, % (tested at 7.5 µM); 0.82% of 300,000 active; in the data active = inhibition above about 60%;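 note: H4 neuroglioblastoma cells stably carrying SNCA 5'UTR luciferase fusion; 0% = DMSO wells and 100% = positive control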
Platelet DG rel: platelet dense granule release activity | AID 1663 | inhibition, %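 (compounds screened at 7.5 µM in platelet-rich plasma)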 | 0.22% of 300,000 active | human platelet-rich plasma, SFLLRN dense granule ATP release, luminescence;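 active = mean replicate score, as percent of positive control, at or above 50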
SKKanGAS inh: SKKanGAS growth inhibition. S. pyogenes SKKanGAS, kanamycin growth, BacTiter-Glo, 6 h. inhibition, % at 7.5 µM. 1.3% of 300,000 active. AID 1662;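 active = mean replicate score, as percent of positive control median, at least 50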;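 note: strain carries kanamycin resistance gene driven by streptokinase promoter and grows in 40 µg/ml kanamycin; loss of luminescence reflects streptokinase promoter inhibition or plain growth inhibition; 0% = median of DMSO wells and 100% = positive control at its reference dose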
HIF act: HIF pathway transcriptional activation; 0.32% of 300,000 active; U2OS HRE-luciferase reporter, luminescence; normalized: DMSO 0%, desferrioxamine 100%; activation, % at 7.5 µM (by protocol);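 active = mean activation of at least 10% of the iron chelator positive control signal, with at least half of replicates also reaching 10%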
IEC-6 tox: kills IEC-6 intestinal cells in KLF5 counter-screen; IEC-6 cytotoxicity, luminescence viability; inhibition, % at 5 µM; 0.78% of 290,000 active; AID 1825; in the data active = inhibition above about 22%;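 note: 0% = plate median of test compound wells and 100% = cytotoxic reference compound wells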
HSF1 inhib: HSF1 inhibition; NIH3T3-HGL HSE-luciferase, MG132-induced, luminescence 8 h; hits give low values; activity change, negative = inhibition, % at 7.5 µM (by protocol); 0.77% of 300,000 active;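 active = more than half of replicate wells show activity change below -50%, luminescence cut by over half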;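 note: luciferase reports HSF-1 transcriptional activity via heat shock element; 0% = median of DMSO wells and -100% = zero luminescence signal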
* marks the source's active call; other numbers are inactive results; · = no result given.

nr	compound	KLF5 inhibitor	AI-2 QS mod	HSF-1 act	HSP90 inh	aSyn UTR inh	Platelet DG rel	SKKanGAS inh	HIF act	IEC-6 tox	HSF1 inhib
1	CSc1ccc(C(=O)N2CCC(n3nccc3NC(=O)C3CC3)CC2)cc1	-25	22	0	-4	12	10	-2	0.7	0	-1
2	CSc1nccc(-c2nn(-c3ccc(C)cc3)ccc2=O)n1	10	46	17	5	37	3	-5	-0.5	51*	-4
3	COc1ccc(N2CCN(C(=O)CNC(=O)c3ccc(Br)o3)CC2)cc1	-15	25	9	-6	0	-29	-1	-0.5	-2	-8
4	Clc1ccc(CN=C(Nc2ccccc2)NC2CCCCC2)cc1	-35	15	8	4	-18	0	-2	-1.3	8	2
5	CCOc1ccc(CC(=O)NNC(=S)NC)cc1	17	8	40	11	1	5	1	0.3	3	3
6	Cc1ccc(NC(=O)Nc2ccon2)cc1	-82	5	15	5	-102	7	-2	1.2	0	-5
7	COc1cc(N)c(Cl)cc1C(=O)OCC(=O)N1CCCC1	-21	17	7	0	5	-3	-5	-0.1	-10	-4
8	CC(=O)Nc1ccc(C2(c3ccc(NC(C)=O)cc3)C(=O)Nc3ccccc32)cc1	-12	11	9	2	-2	6	9	-0.9	5	0
9	COc1ccc(CNC(=O)C(c2ccncc2)N(C(=O)Cc2cccs2)c2ccc(C)cc2)cc1 (configuration not stated)	-9	12	44	3	-11	9	1	1.0	-1	23
10	O=C(NC1CCN(C(=O)NCc2ccccc2)CC1)c1ccccc1	-4	19	6	3	1	2	-2	0.5	-4	0
11	Clc1ccc(CCNc2ncnc3nc[nH]c23)cc1	-22	9	·	0	·	·	·	·	-2	·
12	Cc1nc(=O)c(-c2ccccc2)c(C)n1-c1ccccc1O	-9	10	8	0	0	15	1	0.0	2	0

Next results.
nr	compound	KLF5 inhibitor	AI-2 QS mod	HSF-1 act	HSP90 inh	aSyn UTR inh	Platelet DG rel	SKKanGAS inh	HIF act	IEC-6 tox	HSF1 inhib
13	Cc1nc2ncnn2c(C)c1CCC(=O)N1CCc2ccccc2C1	-17	13	27	0	21	-2	1	-0.4	-2	-1
14	CC(C)C(=O)Nc1cccc(C(=O)Nc2nncs2)c1	3	28	-5	4	9	-1	-7	-0.4	-5	-12
15	CC(C)(C)c1ccc(COC(=O)Nc2ccc(F)cc2)cc1	-44	-51	5	-1	-21	10	1	1.3	1	-6
16	CN1CCc2c(n(CC(O)CN(CCO)CCO)c3ccccc23)C1=O (configuration not stated)	-18	3	-1	5	15	-2	5	-0.3	9	3
17	NC(=O)C1=C[C@H](c2ccc(C(F)(F)F)cc2)C[C@H](OCCCCO)O1	1	13	3	10	-19	0	2	0.0	4	1
18	O=[N+]([O-])c1cncc([N+](=O)[O-])c1Nc1ccccc1Cl	-2	42	7	6	-10	4	8	0.1	3	-2
19	CCCCN(CC)CCNC(=O)CN1C(=O)COc2ccc(S(=O)(=O)N3CCCC3)cc21	-14	23	22	-5	-4	-10	4	-0.5	-5	-12
20	O=c1c(/C=N/O)coc2ccc(Cl)cc12	-11	12	-4	-1	4	-3	43	0.0	-7	-3
21	Cc1noc(C)c1CCC(=O)N1CCCC(CCC(=O)NCc2ccccc2F)C1 (configuration not stated)	-38	12	-7	2	-1	9	-17	0.3	-1	-3
22	N#Cc1cn(CCOc2ccccc2F)c2ccccc12	-32	6	13	-1	-43	-2	6	1.6	4	16
23	O=C(Nc1ccc(Cl)cc1C(=O)N1CCCC1)c1cccc([N+](=O)[O-])c1	-11	5	1	0	-2	-4	-6	-0.2	-6	1
24	CCCNC(=O)N1CCCC(C(N)=O)C1 (configuration not stated)	3	-11	6	0	10	1	-1	-1.4	-3	-6

Part of the list above, as labelled records:
[13] Cc1nc2ncnn2c(C)c1CCC(=O)N1CCc2ccccc2C1
  KLF5 inhibitor = -17 | AI-2 QS mod = 13 | HSF-1 act = 27 | HSP90 inh = 0 | aSyn UTR inh = 21 | Platelet DG rel = -2 | SKKanGAS inh = 1 | HIF act = -0.4 | IEC-6 tox = -2 | HSF1 inhib = -1

[14] CC(C)C(=O)Nc1cccc(C(=O)Nc2nncs2)c1
  KLF5 inhibitor = 3 | AI-2 QS mod = 28 | HSF-1 act = -5 | HSP90 inh = 4 | aSyn UTR inh = 9 | Platelet DG rel = -1 | SKKanGAS inh = -7 | HIF act = -0.4 | IEC-6 tox = -5 | HSF1 inhib = -12

[15] CC(C)(C)c1ccc(COC(=O)Nc2ccc(F)cc2)cc1
  KLF5 inhibitor = -44 | AI-2 QS mod = -51 | HSF-1 act = 5 | HSP90 inh = -1 | aSyn UTR inh = -21 | Platelet DG rel = 10 | SKKanGAS inh = 1 | HIF act = 1.3 | IEC-6 tox = 1 | HSF1 inhib = -6

[16] CN1CCc2c(n(CC(O)CN(CCO)CCO)c3ccccc23)C1=O (configuration not stated)
  KLF5 inhibitor = -18 | AI-2 QS mod = 3 | HSF-1 act = -1 | HSP90 inh = 5 | aSyn UTR inh = 15 | Platelet DG rel = -2 | SKKanGAS inh = 5 | HIF act = -0.3 | IEC-6 tox = 9 | HSF1 inhib = 3

(more compounds)
nr	compound	KLF5 inhibitor	AI-2 QS mod	HSF-1 act	HSP90 inh	aSyn UTR inh	Platelet DG rel	SKKanGAS inh	HIF act	IEC-6 tox	HSF1 inhib
25	CN(C)/N=C/c1ccc(/C=N/NC(N)=S)o1	-1	·	2	-1	21	-1	-2	0.0	-1	-5
26	O=S(=O)(NC1CC1)c1ccc(F)c(F)c1	-26	6	-6	0	4	6	12	-0.3	-3	-7
27	Cc1ccc(-c2nnn(CC(=O)N(c3ccccc3)C(C(=O)NC(C)(C)C)c3cccs3)n2)o1 (configuration not stated)	-34	6	10	0	8	-4	-3	-0.4	-3	-2
28	CC(C)[C@H](NC(=O)c1ccccc1)C(=O)OCC(=O)c1ccc(S(=O)(=O)N2CCCCC2)cc1	·	14	1	·	2	-3	0	-1.7	·	4
29	C=CCn1c(SCC(=O)Nc2ccc(C(=O)OC(C)C)cc2)nnc1-c1cccs1	-22	13	-33	0	9	4	7	0.2	-5	-17
30	CCOC(=O)N1CCN(C(=O)COc2cccc3c2CCN(Cc2cccc(C)c2)C3=O)CC1	-12	9	-9	-3	-3	17	0	-1.0	-3	-2
31	COc1cccc(-c2cc(C(F)(F)F)n3ncc(C(=O)N4CCc5ccccc5C4)c3n2)c1	-33	19	9	2	16	-1	·	-0.1	4	11
32	COc1ccc(OC)c(NC(=O)CCCc2ccccc2)c1	-41	26	-2	1	9	-6	3	-6.2	0	-3
33	Cc1cc(NC(=O)CSc2nnc(Nc3ccccc3)s2)no1	0	2	1	2	-16	-10	8	0.1	2	-3
34	O=C(CN1C(=O)NC2(CCCCCCC2)C1=O)NCc1ccc2c(c1)OCO2	-7	7	-1	0	10	3	0	2.8	-4	-11
35	CCCC(=O)Nc1cccc(NC(=O)c2ccc(C)c([N+](=O)[O-])c2)c1	-8	25	17	-2	6	-6	0	0.5	3	2
36	COc1ccc(-c2cn3ccccc3n2)cc1OC	-138	27	12	3	-171	7	-8	2.1	8	16

(further entries)
nr	compound	KLF5 inhibitor	AI-2 QS mod	HSF-1 act	HSP90 inh	aSyn UTR inh	Platelet DG rel	SKKanGAS inh	HIF act	IEC-6 tox	HSF1 inhib
37	Cc1scc(C(=O)Nn2cnnc2)c1-c1ccccc1	-20	-6	4	-2	-27	7	·	-0.2	-3	-3
38	COc1cc(C)c(Br)cc1S(=O)(=O)NCc1ccncc1	-7	15	24	1	9	11	-10	-2.2	2	-1
39	Cc1ccc(C)c(S(=O)(=O)N2CCCC2CNC(=O)C(=O)NCc2ccco2)c1 (configuration not stated)	·	17	10	·	14	1	2	0.0	·	-1
40	COc1ccc(NC(=O)Cn2nnc(C(=O)NCc3ccccc3)c2N)c(OC)c1	10	-1	12	-4	10	3	-3	0.4	2	-3
41	O=c1c2[nH]c3ccc(F)cc3c2ncn1CCN1CCN(Cc2ccccc2)CC1	-19	26	-3	-4	20	5	2	0.2	2	-1
42	N#Cc1c(NC(=O)CSc2ncnc3c2cnn3-c2ccccc2Cl)sc2c1CCCC2	-11	3	-2	0	21	8	16	-0.1	9	-3
43	Cc1ccc(NC(=O)COC(=O)c2cc(C)nc3ccccc23)c([N+](=O)[O-])c1	-4	9	4	2	-8	-2	1	-0.1	8	-7
44	O=C(C1CCCN(c2ncccn2)C1)N1CCc2ccccc21 (configuration not stated)	-5	1	11	7	12	0	2	-0.2	4	2
45	COc1ccc(NC(=O)CCC(=O)N/N=C/c2cccnc2)cc1	-4	11	0	1	16	6	1	-0.5	6	-3
46	CC(Oc1ccc(F)cc1)C(=O)Nc1cc(C(F)(F)F)ccc1-n1cncn1 (configuration not stated)	·	4	-10	·	17	0	10	0.0	·	2
47	Cc1nnc(SCC(=O)Nc2cc(S(=O)(=O)N3CCCC3)ccc2Cl)s1	-5	2	-52	2	11	4	6	-0.4	-3	-37
48	CN1c2ccccc2C(=O)NC1c1ccc(Cl)cc1 (configuration not stated)	-18	19	-15	2	-1	-2	-2	0.2	-6	-10

The list continues.
nr	compound	KLF5 inhibitor	AI-2 QS mod	HSF-1 act	HSP90 inh	aSyn UTR inh	Platelet DG rel	SKKanGAS inh	HIF act	IEC-6 tox	HSF1 inhib
49	CC(C)(C)OC(=O)N1CCC(C(=O)N2CCC[C@H]2C(=O)O)CC1	-12	19	·	4	14	8	·	0.0	-4	·
50	COCCN1Cc2cc3cc(C)ccc3nc2SC1=Nc1ccc(OC)cc1	18	25	5	4	19	1	4	0.4	-1	-2
51	CC(=O)NC1=NC(=O)/C(=C/c2cc(C)n(-c3cccc(C(=O)O)c3)c2C)S1	-12	26	-4	4	16	-4	34	0.4	-12	-13
52	Cc1ccc(-n2c(-c3ccco3)nc3nc4ccccc4nc32)cc1	-12	15	44	0	3	0	8	-0.2	-6	7
53	COc1ccccc1NC(=S)Nc1ccccc1F	18	5	7	2	-3	1	-4	0.8	5	5
54	O=C(CC(=O)N/N=C\c1ccccc1)NCCc1ccccc1	-1	2	-1	-1	-3	-3	-4	-0.3	7	-9
55	NS(=O)(=O)c1ccc(NC(=S)NCc2cccc(Cl)c2)cc1	3	9	-6	-2	1	-15	6	-0.3	-4	3
56	CCOC(=O)C1CCN(c2c(Nc3ccc(C)c(C)c3)c(=O)c2=O)CC1	-32	32	4	-8	25	4	3	-0.1	0	3
57	CCN1CCCC1CNC(=O)c1cc2ccc(OC)cc2[nH]1 (configuration not stated)	-23	12	-2	-4	-10	-3	1	0.7	-9	1
58	O=S(=O)(NCc1ccc(Cl)cc1)c1cccc2cccnc12	-1	7	-10	-5	-4	12	-1	-1.0	-3	-6
59	Cc1c(O)nc(SC2CC(=O)N(c3ccccc3)C2=O)[nH]c1=O (configuration not stated)	15	4	2	3	13	7	-6	-0.6	-4	0
60	Cc1ccc(CCNC(=O)C2CC(c3ccccc3C(F)(F)F)=NO2)cc1 (configuration not stated)	·	9	3	·	0	-2	2	-0.2	·	0
61	O=c1[nH]c(CN2CCN(S(=O)(=O)c3ccccc3C(F)(F)F)CC2)nc2sc3c(c12)CCCC3	14	12	-2	-2	26	-4	18	-1.1	-1	3

Reformatted in transposed form: entries from further up
(53) COc1ccccc1NC(=S)Nc1ccccc1F
(59) Cc1c(O)nc(SC2CC(=O)N(c3ccccc3)C2=O)[nH]c1=O (configuration not stated)
screen / no.	53	59
KLF5 inhibitor	18	15
AI-2 QS mod	5	4
HSF-1 act	7	2
HSP90 inh	2	3
aSyn UTR inh	-3	13
Platelet DG rel	1	7
SKKanGAS inh	-4	-6
HIF act	0.8	-0.6
IEC-6 tox	5	-4
HSF1 inhib	5	0
